TexasRed fluor: alters Texas Red total fluorescence, flagging assay interference. actives 0.29% (n = 280,000). Potency, µM (highest dose often 106 µM), for inactives: at the highest dose fluorescence change, negative = quenching. AID 1479. TRb/SRC2 Texas Red total fluorescence interference; active = well fitted curve in either direction with a large enough effect; inconclusive = small, poorly fitted or top-dose-only effect; also: % is scaled to controls: 0 for no effect and ±100 for the full control effect
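Human TRb ligand-binding domain at 0.6 uM with 20 nM Texas Red SRC2 peptide in Tris buffer containing 1 uM T3 and 5% DMSO, incubated with compound 5 h at ambient temperature. Total fluorescence (555/632 nm) calculated as parallel + 2 × perpendicular.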
SMN2 splice up: increases expression of the SMN2 splice variant; HEK293 SMN2-luciferase splicing reporter, luminescence, 30-36 h; Potency, µM (doses to about 46.1 µM), without a hit: at the top dose activity change, positive = activation, most hits filed as activators; actives 2.8% (n = 210,000); AID 1458; also: % of control where 0% means no effect; nearly all actives have a fitted effect of over 55% in size
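HEK293 cells carry an SMN2 minigene-luciferase reporter in which exon 7 inclusion puts luciferase in frame. Cells were seeded at 2000 cells/well, attached for 10-12 hours, then exposed to compounds for 30-36 hours at 37C before ONE-Glo luminescence.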
KDM4E inh: inhibitors of human JMJD2E histone demethylase | B2RXH2 | AID 2147 | JMJD2E catalytic domain, FDH-coupled NADH fluorescence (FDH is formaldehyde dehydrogenase) | Potency, µM (highest dose often 57.1 µM), for the others: at the highest dose activity change, negative = inhibition, hits mostly inhibitors | actives 1.6% (n = 230,000); active = well fitted inhibition curve with a large enough effect, not every such curve was filed as active; inconclusive = small, poorly fitted or top-dose-only effect, or another doubt; inactive = no such curve, though single readings can be large or run the other way;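 also: 0% = wells with enzyme and -100% = buffer wells without enzyme; nearly all actives have a fitted effect of over 50% in size; many of its hits are not listed in these tables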
Lamin A splicing: modulators of lamin A splicing. HeLa LMNA splicing GFP/RFP minigene ratio, 48 h. Potency, µM (highest dose often 46.1 µM), inactives show at the highest dose ratio change, negative = inhibition, usual class: inhibitors. actives 0.01% (n = 200,000). AID 1487; active = well fitted inhibition curve with a large enough effect in the signal ratio, with a control signal flat, not every such curve was filed as active; inconclusive = small, poorly fitted or top-dose-only effect, or effect the other way, or a change in a side signal; the % refers to the signal ratio; also: % is scaled to controls: 0 for no effect and ±100 for the full control effect
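Read-out is the ratio of GFP to DsRed2 object intensity, acquired by 488 nm laser-scanning cytometry on HeLa lamin A-EGFP minigene reporter cells. Compound incubation 48 hrs at 37 °C in Opti-MEM with 2% FBS; DMSO 0.5% final.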
ALDH1A1 inh: blocks purified human ALDH1A1 activity; P00352; Purified ALDH1A1, NADH fluorescence, propionaldehyde substrate; Potency, µM (series often up to 75.3 µM), inactives show at the top dose activity, negative = inhibition, hits mostly inhibitors; actives 7.3% (n = 220,000); AID 1030; active = well fitted inhibition curve with a large enough effect, not every such curve was filed as active; inconclusive = small, poorly fitted or top-dose-only effect, or another doubt; inactive = no such curve, though single readings can be large or run the other way;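 also: plate controls were no enzyme wells and a reference inhibitor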
Target sequence (P00352 whole entry, looked up): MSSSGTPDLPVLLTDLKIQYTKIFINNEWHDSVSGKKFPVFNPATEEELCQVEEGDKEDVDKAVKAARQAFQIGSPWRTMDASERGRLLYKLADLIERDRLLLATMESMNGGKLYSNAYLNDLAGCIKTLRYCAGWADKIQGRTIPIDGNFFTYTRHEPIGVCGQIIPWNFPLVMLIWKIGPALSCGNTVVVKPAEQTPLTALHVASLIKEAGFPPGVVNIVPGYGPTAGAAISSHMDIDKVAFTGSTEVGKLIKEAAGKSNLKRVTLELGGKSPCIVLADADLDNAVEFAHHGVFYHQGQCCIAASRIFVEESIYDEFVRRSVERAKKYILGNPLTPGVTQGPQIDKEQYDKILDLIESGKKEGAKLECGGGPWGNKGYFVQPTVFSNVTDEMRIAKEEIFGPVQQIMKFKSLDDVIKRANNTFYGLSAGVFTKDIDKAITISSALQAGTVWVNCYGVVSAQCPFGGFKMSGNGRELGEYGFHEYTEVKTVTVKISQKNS
RGS12 GoLoco inh: inhibitors of human Gai1-RGS12 GoLoco interaction (red fluorophore); P63096; Gai1:RGS12 GoLoco peptide FP, rhodamine, 10 min; Potency, µM (titrated, usually from 61.6 µM), inactives show at the top dose activity, negative = inhibition, most hits filed as inhibitors; actives 0.44% (n = 230,000); active = well fitted inhibition curve with a large enough effect, not every such curve was filed as active; inactive = no such curve, though single readings can be large or run the other way; also: % is scaled to controls: 0 for no effect and ±100 for the full control effect; nearly all actives have a fitted effect of over 30% in size; many of its hits are not listed in these tables
Target sequence (P63096 whole entry, looked up): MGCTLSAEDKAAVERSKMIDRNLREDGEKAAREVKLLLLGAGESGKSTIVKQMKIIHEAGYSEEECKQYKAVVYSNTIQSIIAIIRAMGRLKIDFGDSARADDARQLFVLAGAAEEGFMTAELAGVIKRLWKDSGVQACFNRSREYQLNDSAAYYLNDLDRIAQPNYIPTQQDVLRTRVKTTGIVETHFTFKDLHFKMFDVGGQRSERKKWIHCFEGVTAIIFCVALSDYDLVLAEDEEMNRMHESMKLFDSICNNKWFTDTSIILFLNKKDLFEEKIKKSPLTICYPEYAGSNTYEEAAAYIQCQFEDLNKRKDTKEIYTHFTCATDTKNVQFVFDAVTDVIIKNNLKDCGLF
TRb SRC2 PPI: disrupts binding of human TR beta to SRC2; actives 0.065% (n = 280,000); P10828; Potency, µM (top dose mostly 106 µM), for inactives: at the top dose activity change, negative = inhibition, hits mostly inhibitors; TRbeta-SRC2 peptide binding, fluorescence polarization; receptor liganded with 1 µM T3; AID 1469;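 also: plate controls were bound peptide for no effect and peptide without receptor for full effect; nearly all actives have a fitted effect of over 50% in size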
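Fluorescence polarization of 20 nM Texas Red SRC2 peptide with 0.6 uM human TRb ligand-binding domain, in Tris buffer with 1uM T3 and 5% DMSO. Incubated 5 hr ambient; normalized to unbound and bound controls.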
RECQ1 helicase: RECQ1 (human) helicase inhibition; P46063; RECQ1 DNA unwinding, red fluorescence kinetic read; Potency, µM (highest dose often 57.3 µM), inactives show at the highest dose activity, negative = inhibition, usual class: inhibitors; actives 0.54% (n = 240,000); AID 2549;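 also: plate controls were vehicle for no effect and no enzyme for full effect; nearly all actives have a fitted effect of over 30% in size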
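RECQ1T1 50 nM; forked duplex (20 bp + 30-nt ss tails) 200 nM, ATP 2 mM final; pH 8.0, 2 mM MgCl2, 2.5 ug/ml poly(dI-dC); 15 min compound preincubation; discontinuous kinetic read over 2 h at RT.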
Starred values were filed as active, the others as inactive; i = inactive; ? = inconclusive; nt = not tested or not shown; [ ] = dose if it differs, or a comment. Unless noted, calls follow the shape of the dose curve; as a rule, active = well fitted curve in the direction sought with a large enough effect; inconclusive = small, poorly fitted or top-dose-only effect, or another doubt; inactive = no such curve, though single readings can be large; an effect the other way counts as inactive or inconclusive. Potency is read from the fitted curve at half-maximal effect. Only part of the results is shown (hit frequency here may not be typical).

structure | SMN2 splice up | RECQ1 helicase | TexasRed fluor | KDM4E inh | ALDH1A1 inh | Lamin A splicing | TRb SRC2 PPI | RGS12 GoLoco inh
O=C(NC(C(=O)N/N=C/c1c2ccccc2cc2ccccc12)c1n[nH]c(=O)c2ccccc12)c1ccccc1 (stereo not drawn) | nt | i | -2% | 2% | ? | ? | -2% | nt
CCn1cc(Br)c(C(=O)Nc2cccc(SC)c2)n1 | 35µM* | -3% | -1% | -3% | ? | -12% | 6% | 12%
CN1CC(=O)N(C)c2nc(Br)n(C)c2C1=O | -9% | i | -1% | 1% | -5% | 11% | -22% | 0%
COC(=O)C1CC(O)CN1C(=O)NC1CCCCC1 (stereo not drawn) | -4% | 2% | -3% | 10% | ? | nt | -2% | 15%
COCCCNC(=O)c1oc2ccc(S(=O)(=O)N(C)C3CCCCC3)cc2c1C | nt | i | -3% | -11% | 9% | ? | 6% | nt
COc1ccc(CCNC(=O)COC(=O)/C=C/c2cccs2)cc1 | 2% | -1% | 3% | ? | ? | 10%[46 µM] | 12% | 2%
Cc1cccc(C(=O)Nc2ccc(CC(=O)O)cc2)c1 | 17% | -4% | 1% | 5% | -4% | 1% | -5% | 6%
c1ccc(-c2n[nH]c3c2CCC3)cc1 | 3% | -8% | 4% | -7% | 9% | ? | -6% | -7%
CC(C)CN(C(=O)COC(=O)c1ccc2ccccc2n1)C1CCS(=O)(=O)C1 (stereo not drawn) | 30% | -10% | 0% | -17% | -4% | -12%[46 µM] | -1% | 5%
O=S(=O)(NCCNc1nccc(C(F)(F)F)n1)c1ccccc1 | nt | -1% | 3% | -2% | nt | nt | -5% | 7%
COc1ccc(S(=O)(=O)N2CCC(C(=O)NCc3ccco3)CC2)cc1 | -10% | -14% | 1% | 4% | -3% | 1% | -8% | 6%
CCN(CC)S(=O)(=O)c1ccc2oc(C(=O)N3CCOCC3)c(C)c2c1 | -9% | -9% | -4% | ? | 6% | 13% | -1% | -8%
O=C(CCCn1c(=S)[nH]c2ccccc2c1=O)N1CCN(c2cccc(Cl)c2)CC1 | -12% | -8% | -1% | 0% | -3% | 14% | -8% | 40%[activator]
Cc1cc(C)c2c(n1)nn1c(N3CCN(c4ccccn4)CC3)cc(C)nc21 | ? | 3% | -6% | ? | ? | 1% | 1% | -9%
CCOC(=O)C(C)N1N=C(/C=C/c2ccc(OC)cc2)CCC1=O (stereo not drawn) | -18% | -11% | 2% | -7% | 2% | -4% | 0% | 0%
COc1cccc(N(C(=O)Cn2nnc(-c3ccc(C)cc3)n2)C(C(=O)NC(C)(C)C)c2c[nH]c3ccccc23)c1 (stereo not drawn) | -6% | -11% | -4% | -7% | 7% | 3% | -1% | 7%
CCOC(=O)C1CCN(C(=O)c2ccc3snnc3c2)CC1 | -7% | -10% | -2% | -21% | -7% | 0% | -13% | -13%
CS(=O)(=O)Nc1cccc(-c2nc(NCCN3CCOCC3)c3ccccc3n2)c1 | -3% | 3% | 1% | 4% | -1% | -16% | -3% | -1%
Cc1cc2c(cc1C)[n+](C)cn2CC(O)COCc1ccccc1 (stereo not drawn) | -26% | -3% | -5% | -25% | 8% | -13% | -2% | 11µM*
O=C(CN1CCOCC1)Nc1ccc(C2CCCCC2)cc1 | -22% | -2% | -2% | -2% | 25µM* | 4% | -12% | 6%
c1ncn(C23CC4CC(CC(C4)C2)C3)n1 | 9% | -1% | 2% | 4% | -4% | 7% | -1% | 5%
CN(C)c1ccnc(Nc2ccccc2)c1C#N | nt | -9% | -2% | -11% | 6% | nt | 1% | 3%
c1cncc(-c2nnc3n2C2(CCCCC2)Cc2ccccc2-3)c1 | -15% | i | -1% | -1% | 5% | 9% | -14% | -6%
Nc1nonc1C(=O)NCCN=Cc1ccccc1O | -3% | -4% | -1% | 5% | 6% | -3%[0.0737 µM] | -13% | 12%
COc1ccc(OCCOCCN2CCOCC2)cc1 | 0% | -17% | -1% | -27% | -8% | 8% | -1% | -8%
Cc1c(O)ccc2c1OCO2 | nt | i[11.5 µM] | 1%[11.2 µM] | nt | -2%[13.5 µM] | nt | 5%[11.2 µM] | nt
Cn1cc(C(=O)Nc2ccc(Cl)cc2)c(C(F)(F)F)n1 | -15% | i | 0% | -6% | 3% | ? | -1% | 2%
Cc1nnc(NC(=O)CSc2nc3[nH]ncc3c(=O)[nH]2)s1 | 33% | -9% | 0% | 2% | ? | nt | 5% | 5%
CCOC(=O)C1=C(C)N=c2s/c(=C\c3ccncc3)c(=O)n2C1c1ccc2c(c1)OCO2 (stereo not drawn) | -37%[inhibitor] | -7% | -5% | ? | ? | ? | 7% | 55%[activator]
CCOc1ccccc1C(=O)NC(C(=O)Nc1cccnc1)C(C)C (stereo not drawn) | 12% | -13% | 6% | 3% | 3% | 4%[46 µM] | -2% | -11%
N#C/C(=C\c1ccc(-c2ccc(C(=O)O)cc2)o1)c1nc2ccccc2[nH]1 | ? | ? | ? | 28µM* | -5% | ? | -6% | 56%[activator]
Clc1ccc2[nH]c3c(c2c1)CCc1cn[nH]c1-3 | -17% | -2% | -2% | ? | ? | ? | 2% | -3%
CCOc1ccc(CNC(=O)CCS(=O)(=O)Cc2ccc(C)cc2)cc1OC | 2% | 0% | -5% | 3% | 4% | nt | 0% | 4%
CNc1cccccc1=S | -9% | ? | -5% | 25µM* | 10µM* | 5% | 1% | -32%
Cc1cc(C)c(C(=O)CSc2nnc(-c3cccnc3)n2C)c(C)c1 | 16% | -5% | 2% | -20% | 0% | -1% | -2% | 5%
CC(=NCc1ccco1)C1=C(O)c2ccccc2C1=O | 6% | i | -4% | 1% | 5% | 7% | 2% | 6%
Cn1c(=O)c2c(ncn2CC(=O)N2CCCCCC2)n(C)c1=O | nt | 3% | 1% | -2% | nt | nt | -7% | 1%
O=c1c(-c2cccs2)nc2cnc(Oc3ccccc3)nc2n1-c1ccccc1 | 6% | i | nt | nt | ? | nt | nt | 19%
Clc1ccc(OCCSc2nnnn2C2CCCCC2)cc1 | ? | -3% | -1% | 5% | ? | ? | -8% | 9%
CC(=O)C1=C(O)C(=O)N(CC#N)C1c1cccs1 (stereo not drawn) | -4% | -16% | -3% | 0% | ? | -7% | 0% | 11%
Cn1c(SCC(=O)c2ccccc2)nnc1-c1cccnc1 | 4% | -16% | 2% | 7% | ? | 9% | 10% | -6%
CC1(C)NC(=O)N(CCOCCOc2cccc(Oc3ccccc3)c2)C1=O | -36%[inhibitor] | -11% | -3% | -2% | -9% | ? | 2% | 4%
O=C(CN1CCOc2ccccc21)NCc1ccc(Cl)cc1 | 5% | -15% | -2% | -1% | -14% | 0% | 6% | 6%
c1csc(-c2cnc3ccccc3n2)c1 | ? | -4% | -3% | ? | ? | -10% | -7% | 8%
Cc1cc(C)cc(C(=O)NCC(=O)OCC(=O)N(C)c2ccccc2)c1 | 7% | i | -1% | 22% | -5% | nt | -2% | 11%
Cc1cccc(N2CCN(C(=S)c3ccc([N+](=O)[O-])cc3)CC2)c1 | -13% | -10% | -3% | -1% | 2.5µM* | ? | -8% | -20%
O=c1c(Cc2ccccc2)c(O)ccn1Cc1ccco1 | 1% | -1% | -4% | 0% | 1% | nt | 7% | 5%
O=C(CCc1nc2ccccc2s1)Nc1cccnc1 | 8% | -11% | 0% | -8% | -14% | 11%[9.22 µM] | 1% | 27%
CCN1C(=O)CC(N2CCC(C(=O)OC)CC2)C1=O (stereo not drawn) | 9% | 2% | -3% | 10% | -7% | -3% | 3% | -3%
COc1cccc(/C=C/C(=O)OCC(=O)NCCc2ccccc2)c1 | 7% | i | 0% | ? | ? | -7%[46 µM] | -4% | -2%
C/C(=N\NC(=O)Cc1ccc(F)cc1)c1ccc(O)cc1 | -71%[inhibitor] | 5% | 0% | 16% | -6% | nt | -7% | -8%
CCN(CC)S(=O)(=O)c1cc(NC(=O)COC(=O)CCc2nc3ccccc3s2)ccc1C | -8% | -9% | 3% | -8% | -1% | 5% | 3% | -3%
Cc1occc1C(=O)N/N=C/c1ccc(N(C)C)cc1 | nt | i | -2% | ? | nt | nt | 6% | 3%
O=C(Nc1ccc(F)cc1)N1CCN(c2ccc(F)cc2)CC1 | nt | -2% | -1% | -14% | 5% | -1%[46 µM] | 2% | -2%
CCn1c(-c2cc(-c3ccc(C)c(C)c3)nc3ccccc23)n[nH]c1=S | nt | i | 3% | ? | -90% | ? | 7% | 17%
CCN(CC)CC#Cc1ccc(C)cc1 | nt | -6% | -3% | -4% | nt | nt | -5% | 10%
COc1ccccc1CNC(=O)COC(=O)Cc1cccs1 | -1% | -6% | -4% | -4% | 8% | -4%[46 µM] | -6% | 6%
CC(C)(C)C(=O)NCCCc1nc2ccccc2n1CCCOc1ccc(Cl)cc1 | -37%[inhibitor] | ? | 2% | 2% | -5% | 13% | -9% | -3%
COc1cc(Cl)c(C)cc1NC(=O)CSc1cc(Cl)ccc1Cl | -7% | -11% | 1% | -3% | -5% | -7% | 1% | 22%
CCOc1ccc(CCNC(=O)C(CCC(N)=O)NC(=O)OCc2ccccc2)cc1OCC (stereo not drawn) | ? | i | -2% | 6% | -24% | nt | -4% | -8%
COc1ccc(NC(=O)C2CCCN(S(=O)(=O)c3ccc4c(c3)oc(=O)n4C)C2)cc1OC (stereo not drawn) | -15% | i | -1% | -7% | -6% | -20% | -5% | 3%
OC(COc1c(F)cc(Br)cc1F)CN1CCN(c2ccc(F)cc2)CC1 (stereo not drawn) | -28% | -9% | -6% | -4% | -8% | ? | -2% | 7%

Source: PubChem BioAssay
